Screening data deposited in PubChem by National Center for Advancing Translational Sciences (NCATS).
PGK inhibitor – blocks T. brucei phosphoglycerate kinase | P07378 | PGK/GAPDH coupled, Kinase-Glo luminescence, 60 min | Potency, µM (doses to about 57.5 µM), for the others: at the top dose activity change, negative = inhibition, most hits filed as inhibitors | hit rate 0.043% among 380,000; also: potency is read from the fitted curve at half-maximal effect; % is scaled to controls: 0 for no effect and ±100 for the full control effect; nearly all actives have a fitted effect of over 60% in size
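Recombinant glycosomal PGK reaction used 1,3-bisphosphoglycerate generated in-well by GAPDH (100nM final) in 100mM TEA pH 7.6, 5mM MgCl2, 0.01% Tween-20. After 60 minutes at room temperature, ATP was read by Kinase-Glo Plus luminescence end-point.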
JMJD2A Tudor inh – blocks the human JMJD2A Tudor domain | O75164 | AlphaScreen JMJD2A-Tudor / H3K4me3 peptide binding | Potency, µM (series often up to 114 µM), for inactives: at the top dose activity change, negative = inhibition, hits mostly inhibitors | hit rate 4.4% among 390,000 | AID 504339; also: potency is read from the fitted curve at half-maximal effect; % is scaled to controls: 0 for no effect and ±100 for the full control effect; nearly all actives have a fitted effect of over 50% in size
BAZ2B block – inhibitors of human BAZ2B bromodomain | Q9UIF8 | AlphaScreen BAZ2B-H3K14Ac peptide displacement | Potency, µM (top dose mostly 114 µM), without a hit: at the top dose activity change, negative = inhibition, most hits filed as inhibitors | hit rate 4.4% among 360,000; also: potency is read from the fitted curve at half-maximal effect; % is scaled to controls: 0 for no effect and ±100 for the full control effect; nearly all actives have a fitted effect of over 60% in size
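AlphaScreen luminescence quantifies BAZ2B engagement of H3K14Ac peptide; the protein and biotinylated peptide are both at 50 nM final, buffer PBS pH 7.4 with 0.01% Tween-20, all steps at room temperature.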
Pin1 inh – human Pin1 inhibition; Pin1 FP peptide displacement, HiFluor488, 10 min; hit rate 0.009% among 390,000; Potency, µM (top dose mostly 115 µM), without a hit: top-dose activity, negative = inhibition, usual class: inhibitors; Q13526; active = well fitted inhibition curve with a large enough effect in the polarisation, with a control signal flat, not every such curve was filed as active; inconclusive = small, poorly fitted or top-dose-only effect, or effect the other way, or a change in a side signal; inactive = no such curve, though single readings can be large or run the other way; the % refers to the polarisation; also: potency is read from the fitted curve at half-maximal effect; % is scaled to controls: 0 for no effect and ±100 for the full control effect
Target sequence (Q13526 whole entry, looked up): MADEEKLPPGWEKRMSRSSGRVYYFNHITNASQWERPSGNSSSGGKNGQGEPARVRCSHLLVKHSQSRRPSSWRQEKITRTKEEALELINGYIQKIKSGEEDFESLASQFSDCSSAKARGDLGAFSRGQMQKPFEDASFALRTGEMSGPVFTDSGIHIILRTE
HP1b binding inh – inhibitors of HP1-beta chromodomain binding to methylated histone tails. P83916. AlphaScreen HP1-beta / biotin-H3K9me3 peptide binding. hit rate 0.56% among 390,000. Potency, µM (top dose mostly 114 µM), inactives show top-dose activity change, negative = inhibition, hits mostly inhibitors; also: potency is read from the fitted curve at half-maximal effect; nearly all actives have a fitted effect of over 70% in size; inactives centre near 23
Target sequence (P83916 whole entry, looked up): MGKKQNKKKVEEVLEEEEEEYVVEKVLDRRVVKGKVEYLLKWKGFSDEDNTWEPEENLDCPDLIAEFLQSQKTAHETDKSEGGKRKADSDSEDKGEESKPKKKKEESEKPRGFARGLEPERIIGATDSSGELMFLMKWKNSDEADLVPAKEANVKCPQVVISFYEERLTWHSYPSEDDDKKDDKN
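Compound inhibition of the preformed complex between 50 nM HP1-beta and 50 nM biotinylated H3K9me3 peptide was read by AlphaScreen. Buffer was PBS pH 7.4 with 0.01% Tween-20. Incubations ran 30 min at room temperature, with 10 ug/mL donor/acceptor beads.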
GLS inhibitor – blocks human kidney-isoform glutaminase activity; O94925; GLS enzymatic activity, qHTS titration; Potency, µM (series often up to 45.5 µM), for inactives: at the highest dose activity change, negative = inhibition, usual class: inhibitors; hit rate 0.21% among 410,000; AID 624170; also: potency is read from the fitted curve at half-maximal effect; % is scaled to controls: 0 for no effect and ±100 for the full control effect
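Glutamate formation by hKGA was monitored fluorometrically using coupled glutamate oxidase, HRP and Amplex Red. Substrate was added as 1 mM L-glutamine solution; incubation was 30 min at RT after an initial read.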
POLH inh – DNA polymerase eta (human) inhibition; recombinant Pol eta, fluorescent DNA replication assay; Potency, µM (top dose mostly 114 µM), for inactives: top-dose activity change, negative = inhibition, most hits filed as inhibitors; hit rate 1.2% among 390,000; AID 588591; also: potency is read from the fitted curve at half-maximal effect; % is scaled to controls: 0 for no effect and ±100 for the full control effect
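Pol eta at 10 nM preincubated with compounds 15 min at room temperature; reaction started with fluorescent substrate (50 nM final) and read kinetically at 0 and 10 min.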
PI4K2A inh – PI4K2A (human) kinase inhibition. Q9BTU6. purified PI4K2A, ADP-Glo luminescence, 1 h; stronger effect = lower value. activity change, negative = inhibition, % at 76.9 µM. hit rate 0.13% among 420,000; in the data active = activity change below about -50%; inconclusive = mostly about -30% to -49%;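 also: -100% = wells without enzyme as full effect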
Target sequence (Q9BTU6 whole entry, looked up): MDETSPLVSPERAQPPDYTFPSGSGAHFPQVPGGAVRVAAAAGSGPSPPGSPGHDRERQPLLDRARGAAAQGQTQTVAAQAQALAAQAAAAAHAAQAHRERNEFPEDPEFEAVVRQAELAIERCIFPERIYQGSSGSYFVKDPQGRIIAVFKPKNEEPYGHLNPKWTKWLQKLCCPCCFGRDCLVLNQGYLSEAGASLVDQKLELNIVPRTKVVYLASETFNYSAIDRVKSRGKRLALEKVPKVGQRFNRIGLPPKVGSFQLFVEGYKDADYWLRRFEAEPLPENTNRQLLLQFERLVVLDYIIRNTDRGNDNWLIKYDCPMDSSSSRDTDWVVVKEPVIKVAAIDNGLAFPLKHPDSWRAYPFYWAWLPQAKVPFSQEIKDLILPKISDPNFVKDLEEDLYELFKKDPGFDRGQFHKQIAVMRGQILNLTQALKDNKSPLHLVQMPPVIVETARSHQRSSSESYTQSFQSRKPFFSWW
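ADP-Glo luminescence measured ADP generated by PI4K2A enzyme (4 ug/mL before mixing) with 1.2 mM PI substrate (pre-mix) and 300 microM ATP (pre-mix). Tris pH7.5 buffer with MgCl2, Triton X-100; 1 h reaction at ambient temperature.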
G9a inh – G9a (human) methyltransferase inhibition; G9a H3K9 monomethylation, AlphaScreen, 2 h; hit rate 8.8% among 350,000; Potency, µM (highest dose often 102 µM), inactives show at the top dose activity, negative = inhibition, usual class: inhibitors; Q96KQ7; also: potency is read from the fitted curve at half-maximal effect; % is scaled to controls: 0 for no effect and ±100 for the full control effect; nearly all actives have a fitted effect of over 75% in size
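Readings reflect AlphaScreen signal from monomethyl-H3K9 antibody detection. HMT at 20 nM; substrate b-H3K9 500 nM; cofactor SAM 20 uM; 2 h RT reaction; compounds tested as titrations in qHTS with 15 min preincubation.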
* hit, by the source's call; i = inactive; ? = inconclusive; . = not tested or not shown; & = joins results of further samples; [ ] = remark or other dose. Unless noted, calls follow the shape of the dose curve; as a rule, active = well fitted curve in the direction sought with a large enough effect; inconclusive = small, poorly fitted or top-dose-only effect, or another doubt; inactive = no such curve, though single readings can be large; an effect the other way counts as inactive or inconclusive. A portion of the library, so the mix of outcomes need not match the whole.

SMILES | PGK inhibitor | JMJD2A Tudor inh | BAZ2B block | Pin1 inh | HP1b binding inh | GLS inhibitor | POLH inh | PI4K2A inh | G9a inh
CCCN1CCc2c(sc(NC(=O)c3ccc(S(=O)(=O)N(C)c4ccccc4)cc3)c2C(=O)NC)C1 | -5.3% | -29.0% | ? | ? | 28.6% | -1.0% | -15.3% | -0.1 | .
CCOC(=O)c1cc(S(=O)(=O)Nc2ccc(OC)cc2OC)cn1C | -2.3% | 12.1% | -21.4% | 5.5% | 31.3% | 9.2% | -2.5% | -2.5 | 27.1%
O=C(CCC(=O)N(CC(=O)NC1CCCC1)c1cccc(F)c1)Nc1nccs1 | -8.7% | -14.0% | 2.7% | -1.9% | -7.4% | 0.8% | -6.7% | 0.6 | -5.5%
COc1ccc(CN(CC2CCC(C(=O)O)CC2)C(=S)Nc2cc(C)ccc2C)cc1 (stereo not drawn) | -6.9% | 5.8% | -0.8% | 0.6% | 56.3%[activator] | 9.9% | -5.2% | -16.3 | -22.7%
COc1ccc(Cn2ccc3nc(C)c(C(=O)Nc4cc(OC)c(OC)c(OC)c4)cc3c2=O)cc1 | i | -11.3% | -2.0% | 19.6% | 93.0%[activator] | -5.2% | -25.5% | -1.4 | 25.8%[59 µM]
Cc1ccc2c(c1)N(C(=O)CCC(=O)Nc1ccccc1Cl)CC(C)O2 (stereo not drawn) | -2.1%&-5.0% | -4.2%&0.0% | -9.6%&-25.9% | -1.5%&12.8% | 37.9%&39.6% | -7.7%&0.9% | -17.9%&-25.3% | 6.7&-2.5 | -0.9%
CCN(CC)C(=O)CCc1nnc(CCc2c[nH]c3ccccc23)o1 | -8.8% | -0.3% | 3.5% | -3.2% | 34.1% | 0.1% | -4.9% | 5.7 | -9.8%
Cc1ccc(C)c(N2CCN(C(=O)c3cccc(-n4c(C)nc5cccnc54)c3)CC2)c1 | 5.5% | -26.2% | ? | 0.8% | 14.5% | 4.3% | -11.5% | -0.7 | ?
CCOC(=O)c1c(NC(=O)CN2CCCCC2)sc2c1CCN(C(=O)OCC)C2 | 3.0%[11.5 µM] | -27.4% | ? | 68.0%[activator] | 14.1% | 8.8% | -12.5% | 1.4 | -10.4%
CC(C)CN1CCN(Cc2cn(C)c3ccccc23)CC1CCO (stereo not drawn) | -4.2% | -13.1% | 1.2% | -0.4% | 33.6% | -5.1% | -8.7% | 2.3 | -11.7%
O=C(Nc1cccc(NC(=O)C2CCCO2)c1)c1ccco1 (stereo not drawn) | i | 6.2% | -37.3% | 0.6% | 92.1%[activator] | 0.8% | -1.7% | -10.0 | 1.7%
O=C(CSCC(=O)Nc1cccc([N+](=O)[O-])c1)Nc1ccccc1 | 0.2% | -10.4% | -27.9% | 6.4% | 31.6% | -0.7% | ? | -3.7 | -22.9%[59 µM]
Cc1nc(C(=O)Nc2cc(Cl)ccc2Cl)nn1-c1cc(OC(C)C)c(Cl)cc1Cl | -2.1% | -3.8% | -31.5% | 1.8% | 0.8% | -15.4% | 4.4% | -0.7 | 6.5%[59 µM]
COc1cc(Cl)ccc1OCc1cc(C(=O)N(C)CCc2c(C)n[nH]c2C)no1 | -2.5% | -16.6% | ? | 2.5% | 29.0% | -2.4% | ? | -4.6 | 39.8µM*
COc1ccc(N(CCC(=O)O)S(=O)(=O)c2ccc(C)cc2C)cc1 | -6.5% | -8.6% | -11.2% | -2.3% | 17.2% | -8.7% | -22.6% | 2.8 | -8.6%[0.0925 µM]
Cc1cccc(NC(=O)CCn2cnnn2)c1 | -8.6% | -3.4%&-5.6% | -12.5%&-8.7% | -0.7%&1.6% | -8.1%&28.4% | -5.1%&7.7% | -11.8%&2.5% | -4.7&0.3 | -7.9%
CC(C)Oc1ccc(/C=N/NC(=O)c2nnn(-c3nonc3N)c2CN(C)C2CCCCC2)cc1 | 7.1% | -9.6% | -5.2% | -1.5% | 20.6% | 0.8% | -2.1% | 0.0 | .
Cc1[nH]nc(-c2ccc(OCc3cnn(-c4ccccc4)c3)cc2O)c1Oc1ccc(Cl)cc1 | -1.1% | -20.1% | -5.1% | 8.0% | 20.5% | 1.7% | 5.4% | 5.3 | -0.1%
Cc1nn(CCC(=O)N2CCN(c3ccccc3F)CC2)c(C)c1S(=O)(=O)N1CCCC1 | -5.4% | -17.2% | -7.1% | 2.1% | 29.2% | -8.8% | 0.2% | -6.4 | 18.5%[59 µM]
COc1ccc(S(=O)(=O)Nc2c(C)cc(C)cc2C)c2cccnc12 | -3.0% | -14.5% | -6.3% | 9.7% | 48.6%[activator] | 2.7% | -10.1% | 2.8 | 15.5%
Cc1cc(C)n2nc(SC(C)C(=O)NCc3ccco3)nc2n1 (stereo not drawn) | 6.5% | -2.5% | ? | 1.1% | 26.6% | 8.6% | 13.1% | 1.8 | 56.2µM*
O=C(CSc1nnc(-c2cccs2)n1Cc1ccco1)Nc1ccc2c(c1)OCO2 | -1.9% | -32.3% | ? | -0.2% | 15.9% | 10.6% | -12.9% | -10.9 | -40.8%[12.7 µM]
CN(C)CCNC(=O)Cn1c(=O)c2cccn2c2ccc(F)cc21 | -1.4%&-1.0% | 7.5%&-15.5% | 2.8%&25.9% | -14.8%&20.6% | 31.4%&55.0% | -7.0%&4.0% | -15.1%&-12.6% | -1.4&-8.4 | 7.3%
O=C(N[C@@H](Cc1c[nH]c2ccccc12)C(=O)NC1CC1)c1ccccc1Cl | -4.9% | -7.7% | -26.2% | -0.3% | 28.2% | 4.6% | 1.9% | -2.0 | 14.5%[59 µM]
COCc1cc(C)nc2c1C(=O)NC(c1ccc(C)cc1)N2Cc1ccccc1 (stereo not drawn) | i | 1.8% | -2.2% | -8.4% | 27.9% | 2.3% | -14.8% | 0.5 | -10.8%[59 µM]
Cc1nc(Cl)cc(CS(=O)(=O)c2ccc(Cl)cc2)n1 | 2.2% | -10.7% | 79.4µM* | 0.9% | 11.3% | -25.2% | -16.3% | -1.3 | ?
COc1cc(OC)c(NC(=O)/C=C/C(=O)O)cc1Cl | -4.4% | -12.8% | ? | -10.1% | 6.2% | 25.5% | -15.7% | -1.5 | .
O=C(/C=C/c1cccc([N+](=O)[O-])c1)NCCN1C(=O)S/C(=C\c2cccnc2)C1=O | i | -10.3% | ? | 6.6% | 51.9%[activator] | -1.2% | -15.4% | -3.2 | 8.4%
CCN(CC)c1ccc(NC(=O)c2ccc(S(=O)(=O)N3CCOCC3)cc2)cc1 | -5.1% | 44.7µM* | . | 1.0% | ? | -5.1% | -17.3% | 2.3 | .
COC(=O)c1c(NC(=O)CSc2nc3nc(C)cc(C)n3n2)sc(C)c1C | -1.2% | -15.3% | -1.4% | 1.5% | 27.5% | -3.3% | -11.7% | 4.0 | 5.5%[59 µM]
COC(=O)c1ccc(N2C(=O)CC(N3CCN(c4ccccc4)CC3)C2=O)cc1 (stereo not drawn) | i | -9.0% | . | -0.3% | 45.1%[activator] | 0.7% | -11.7% | -0.3 | .
CC(C)CSc1nsc(N)n1 | -6.4% | -8.7% | 9.1% | -1.8% | -1.9% | 0.6% | -8.5% | 0.5 | -1.8%
CCCCC(=O)Nc1ccc(C(=O)NCc2ccncc2)cc1 | -0.6% | -13.8% | -2.6% | 0.2% | 25.0% | 19.5% | 1.8% | 2.7 | 3.1%[12.7 µM]
CCNC(=S)NNC(=O)c1cccn(Cc2ccc(Cl)cc2)c1=O | -1.1% | -11.8% | -4.3% | 1.8% | 27.1% | -2.3% | -19.8% | -2.9 | ?
NC(=O)C1CC(=O)N(c2ccc(OCC(=O)Nc3ccc(F)cc3)cc2)C1 (stereo not drawn) | -2.9% | -10.1% | 2.8% | 3.8% | 16.7% | -4.1% | -9.2% | 2.6 | -30.3%[2.33 µM]
Cc1cc(Nc2ccccc2)nc(N)n1 | -1.3% | -13.0% | -5.0% | -5.3% | 10.5% | -0.7% | 5.4% | 14.1 | 53.9%[activator][59 µM]
CC1CCCC(C)N1CC(O)COc1ccc(Cl)cc1 (stereo not drawn) | -1.9% | 1.2% | 1.0% | -0.3% | 59.1%[activator] | 1.3% | -16.7% | -1.9 | -27.5%[59 µM]
Cc1nc(Cc2nnc(SCC(=O)N3CCN(c4ccccc4)CC3)o2)cs1 | -8.6% | -14.5% | -2.3% | -4.7% | 14.7% | 17.1% | -7.0% | -3.3 | 44.7µM*
C=CCn1c(N)cc(=O)nc1SCC(=O)Nc1ccc(C)cc1 | i | -1.5% | -4.7% | 4.9% | 34.5% | -14.5% | -16.8% | -4.7 | ?
Cc1ccc(N2C(=O)c3ccccc3C2(O)c2ncc[nH]2)cc1 (stereo not drawn) | 2.4% | ? | . | 1.0% | 12.6% | 16.3% | 2.6% | 1.6 | 7.08µM*
Cn1c(C(=O)c2ccncc2)cc2ccccc21 | -1.1% | -5.1% | -2.6% | -4.6% | 46.3%[activator] | 0.6% | -9.1% | 4.5 | 15.4%
COc1ccccc1-n1c(N)c(C(N)=O)sc1=S | 7.1% | -14.0% | -1.4% | -2.5% | -12.9% | -0.6% | -1.5% | -2.5 | -8.6%[0.0925 µM]
Cc1ccc(Nc2nnns2)cc1C | -6.6% | ? | 0.2% | -0.3% | ? | 5.3% | 10.8% | -1.7 | ?
Cc1ccc(C2(C)NC(=O)N(CC(=O)NC(C)c3ccccc3)C2=O)cc1 (stereo not drawn) | 0.7% | -8.4% | -11.7% | 2.9% | 23.4% | -15.9% | 6.2% | 1.4 | -5.6%
